Assay outcomes deposited in PubChem BioAssay by National Center for Advancing Translational Sciences (NCATS).
ATXN viability – cell viability loss in ATXN counter-screen | Potency, µM (doses to about 56.7 µM), actives largely listed as cytotoxic | 400,000 compounds, 0.49% hits | S2 cells (HEK-293 line with an ATXN2-luciferase reporter) viability, CellTiter-Fluor protease fluorescence, 24 h; further: potency means the concentration at half of the fitted maximal effect; nearly all actives have a fitted effect of over 40% in size
IL-1B inflam inh – inhibitors of inflammasome signaling (IL-1 beta secretion). activity change, % at 57.5 µM. THP-1 LPS/ATP IL-1B secretion, AlphaLISA, 16 h; active compounds read low. 360,000 compounds, 4.7% hits. AID 743279; in the data active means activity change below about -50%; inconclusive means mostly about -30% to -49%; further: on the % scale 0 is the no-effect control and ±100 the full control effect
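Secreted IL-1B measured by AlphaLISA bead assay after 16 h compound exposure of THP-1 cells; compounds (final up to 57.5 uM) added 1 h before LPS (250 ng/mL) and ATP (1.25 mM) stimulation; lower signal means less secretion.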
SW480 rerep – induces DNA re-replication in SW480 colon adenocarcinoma cells; SW480 DNA re-replication, Hoechst DNA content imaging, 48 h; Potency, µM (highest dose often 46.1 µM), for the others: top-dose re-replication activation, most hits filed as activators; 340,000 compounds, 1.8% hits; AID 624297; further: potency means the concentration at half of the fitted maximal effect; % of control where 0% means no effect; nearly all actives have a fitted effect of over 55% in size
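Quantitative HTS format with DMSO vehicle controls; 48 hr drug incubation at 37 C, then 40 min Hoechst staining and scanning imager measurement at 405 nm excitation.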
ATXN2 expr inh – reduces ATXN2 reporter expression in HEK-293 cells. HEK-293 ATXN2-luciferase reporter, luminescence, 24 h. Potency, µM (top dose mostly 57 µM), without a hit: at the highest dose activity change, negative = inhibition, actives largely listed as inhibitors. 360,000 compounds, 0.72% hits. AID 1745845; further: potency means the concentration at half of the fitted maximal effect; on the % scale 0 is the no-effect control and ±100 the full control effect; nearly all actives have a fitted effect of over 55% in size
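ATXN2-luciferase reporter cells (luciferase flanked by upstream and downstream ATXN2 gene portions) were treated 24 h at 37 °C with compounds at up to 57 uM. SteadyGlo luminescence gave expression; GF-AFC fluorescence gave viability.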
HT1080 IDH1KD tx – kills HT-1080 cells with IDH1 knockdown. Potency, µM (highest dose often 46.1 µM), without a hit: at the highest dose activity, negative = toxicity, most hits filed as cytotoxic. AID 686971. HT-1080 IDH1 knockdown viability, ATP luminescence, 48 h. 360,000 compounds, 2% hits;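 further: potency means the concentration at half of the fitted maximal effect; 0% = DMSO wells and -100% = cell-free medium wells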
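Luminescent ATP read-out (CellTiter-Glo, 10 min at room temperature) after 48 h compound exposure at 37 °C gave viability of IDH1-knockdown HT-1080 cells. Activity was normalised to DMSO and cell-free wells, then fitted as concentration-response curves.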
KB-3-1 cytotox – kills parental KB-3-1 adenocarcinoma cells. 400,000 compounds, 1.4% hits. KB-3-1 viability, CellTiter-Glo ATP luminescence, 72 h. Potency, µM (highest dose often 46.1 µM), for inactives: at the top dose activity change, negative = cytotoxic, usual class: cytotoxic. AID 1347075; further: potency means the concentration at half of the fitted maximal effect; on the % scale 0 is the no-effect control and ±100 the full control effect; nearly all actives have a fitted effect of over 60% in size
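Cytotoxicity measured as CellTiter-Glo luminescence after 72 h at 37 C. Compound titrations were pinned onto drug-naive KB-3-1 parental adenocarcinoma cells grown in DMEM with 10% FBS, and normalized data fitted to concentration-response curves.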
KB-V1 MDR tox – kills drug-selected multidrug resistant KB-V1 cells | KB-V1 MDR cells viability, CellTiter-Glo, 72 h | 400,000 compounds, 3.4% hits | Potency, µM (highest dose often 46.1 µM), for the others: at the top dose activity change, negative = cytotoxicity, hits mostly cytotoxic; further: potency means the concentration at half of the fitted maximal effect; on the % scale 0 is the no-effect control and ±100 the full control effect; nearly all actives have a fitted effect of over 60% in size
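Readout: CellTiter-Glo luminescence, 10 min after addition. Cells: KB-V1 MDR subline, 72 h at 37 degrees C with compound. Analysis: corrected, normalized data fitted to concentration-effect curves.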
HT1080NT lethal – kills 2HG-producing HT-1080-NT fibrosarcoma cells. HT-1080-NT fibrosarcoma viability, CellTiter-Glo ATP luminescence, 48 h. Potency, µM (top dose mostly 46.1 µM), for inactives: at the highest dose activity, negative = less viability, hits mostly cytotoxic. 360,000 compounds, 1.6% hits. AID 686970;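 further: NT is the 2HG producing partner of a matched IDH1 knockdown line; potency means the concentration at half of the fitted maximal effect; 0% = DMSO-treated cells and -100% = media-only wells without cells; nearly all actives have a fitted effect of over 55% in size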
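HT-1080-NT fibrosarcoma cells (2HG-overproducing), 750 cells/well in RPMI with 5% FBS, dosed after 2 h and incubated 48 h at 37C. CellTiter-Glo luminescence normalized to DMSO and no-cell wells; concentration-response curves fitted and classed.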
MCF10A rerep – induces DNA re-replication in MCF 10a normal breast cells | MCF 10A DNA re-replication, Hoechst nuclear intensity, 48 h | Potency, µM (highest dose often 46.1 µM), inactives show at the highest dose activity, positive = re-replication, hits mostly activators | 350,000 compounds, 2.9% hits; further: potency means the concentration at half of the fitted maximal effect; % of control where 0% means no effect; nearly all actives have a fitted effect of over 50% in size
* hit, by the source's call; i = inactive; ? = inconclusive; nt = not tested or not shown; [ ] = remark or other dose. Unless noted, the call rests on the fitted dose curve; in most records, active means well fitted curve in the direction sought with a large enough effect; inconclusive means small, poorly fitted or top-dose-only effect, or another doubt; inactive means no such curve, though single readings can be large; an effect the other way counts as inactive or inconclusive.

Values run as follows: ATXN viability	IL-1B inflam inh	SW480 rerep	ATXN2 expr inh	HT1080 IDH1KD tx	KB-3-1 cytotox	KB-V1 MDR tox	HT1080NT lethal	MCF10A rerep
CCC(=O)N1CCc2cc(Br)cc(S(=O)(=O)N3CCCC(C(=O)Nc4cccc(C)c4C)C3)c21 (stereo not given)
  i	nt	nt	7%	nt	0%	-1%	nt	nt
CC(NC(=S)NC(=O)c1cccs1)c1ccccc1 (stereo not given)
  i	?	21%	21%	-21%	-8%	-1%	-3%	-1%
O=c1[nH]c(CNCc2cccnc2)nc2ccccc12
  i	44	-10%	3%	1%	1%	?	-1%	-1%
O=C1/C(=C\Nc2ccc(Cl)cc2)CCN1c1ncccn1
  i	-4	-6%	37%[activator]	-14%	9%	12%	0%	?
CCOC(=O)CC(NC(=O)c1cc2cc(Cl)ccc2oc1=O)c1ccc(C)cc1 (stereo not given)
  i	nt	nt	2%	nt	14%	-24%	nt	nt
Cn1nccc1C(=O)NC1CCCc2c1cnn2-c1ccccc1F (stereo not given)
  i	31	-7%	nt	nt	-35%	?	nt	11%
CCNc1nc(NC(C)C)nc(NC(C)(C)C)n1
  ?	-11	-31%[inhibitor]	-21%	-14%	16%	-3%	-14%	?
CCC(O)C1CCN(C(=O)c2ccc(OC3CCN(Cc4ccccn4)CC3)cc2)CC1 (stereo not given)
  i	12	5%	4%	6%	6%	0%	-4%	1%
C[C@H](O)[C@@H]1C(=O)N2CCc3ccc(-c4ccccc4)cc3[C@@H]2C[C@@H]1N(C)C(=O)c1ccc(C#N)cc1
  i	-16	2%	0%	-5%	0%	0%	0%	8%
COCCCN(Cc1cc(OC)c(OC)c(OC)c1)C(=S)Nc1cccc(Cl)c1
  ?	-25	nt	nt	-5%	-5%	?	-3%	nt
Cc1noc(C(=O)Nc2cccc(Cl)c2)c1Cl
  i	30	-36%	18%	-1%	-8%	-4%	-3%	1%
CC1(C)NC(=O)N(CCOCCOc2c(Cl)cc(Cl)cc2Cl)C1=O
  i	-17	4%	33%	-16%	-4%	-19%	-5%	5%
COc1ccccc1CNc1nc(NCc2ccc(NC(C)=O)cc2)c2sccc2n1
  i	-9	nt	?	?	?	0%	?	nt
COC(=O)c1c(SC)nc2ccccc2c1OCc1ccccc1C
  i	nt	nt	4%	nt	-2%	15%	nt	nt
COc1ccc(Cl)cc1NC(=S)Nc1cccnc1
  i	14	-6%	3%	11%	0%	0%	11%	-2%
COc1ccc(OC)c(CN2CCN(C(=O)c3cccc(S(=O)(=O)Nc4ccc(F)cc4)c3)CC2)c1
  i	-21	-4%	-3%	-7%	?	15µM*	1%	6%
CS(=O)(=O)N1CCC(C(=O)NCc2ccncc2)CC1
  i	14	-4%[9.22 µM]	-8%	0%	8%	12%	6%	-13%
Clc1ccc(CSc2ncn[nH]2)cc1
  i	5	-5%	12%	2%	3%	10%	2%	-5%
COc1ccc(S(=O)(=O)Nc2ccc3c(c2)n(C)c(=O)n3C)cc1OC
  i	?	?	66%[activator]	-9%	-29%	-2%	-30%	?
O=C(NCc1ccccc1)C1=C[C@H](c2csc3ccccc23)C[C@H](OCCCCO)O1
  ?	-25	?	?	-12%	?	7.3µM*	-5%	?
O=C(O)c1cc(-c2cccnc2)nn1-c1ccccn1
  i	25	-1%[9.22 µM]	0%	3%	2%	-4%	11%	-1%
Cc1ccc(-c2nc3ccccn3c2Nc2c(C)cccc2C)o1
  ?	nt	nt	?	nt	-4%	4%	nt	nt
Cc1ccc(S(=O)(=O)n2ccc3c(OCCOCCNCc4ccc(F)cc4)cccc32)cc1
  i	-88*	5%	-18%	21µM*	?	?	16µM*	?
S=C(NCc1ccc2c(c1)OCO2)NC1CCN(Cc2ccccc2)CC1
  i	?	-39%[inhibitor]	-24%	-13%	-6%	-19%	-14%	?
O=C(Nc1ccc(F)cc1F)c1ccc(COc2c(F)c(F)cc(F)c2F)o1
  i	5	-2%	-3%	?	-3%	-6%	?	1%
O=c1[nH]c(SCc2nc3ccccc3c(=O)n2-c2ccccc2)nc2ccccc12
  ?	14	14%	-5%	?	-29%	-6%	?	?
CCOC(=O)c1nnn2c1nc(N(CC)CC)c1ccccc12
  i	7	-100%[inhibitor]	-33%	-17%	-21%	?	2%	-1%
Cc1cc(Nc2ccc(C(=O)O)c(O)c2)n2ncnc2n1
  i	nt	nt	-4%	nt	-6%	?	nt	nt
O=C(NC(c1ccccc1)c1ccccc1)C1CCCN(S(=O)(=O)c2cnc[nH]2)C1 (stereo not given)
  i	-5	1%	-5%	8%	10%	5%	3%	-7%
COc1cc([N+](=O)[O-])ccc1NC(=O)CN1C(=O)NC2(CCCCC2C)C1=O (stereo not given)
  i	0	-3%	-12%	-2%	1%	-1%	-10%	-1%
CC1CCN(C(=O)CN2c3cccc4cccc(c34)S2(=O)=O)CC1
  i	6	-12%	-3%	8%	-10%	-17%	1%[9.24 µM]	15%
CC1CCCC(NC(=O)CCCn2ncn3c(cc4occc43)c2=O)C1C (stereo not given)
  i	45	-9%	7%	3%	9%	0%	-1%	1%
COc1ccc(CN2CCCC(CO)(Cc3ccc(F)cc3)C2)c(OC)c1OC (stereo not given)
  i	-16	20%	-19%	-11%	-20%	-26%	-10%	?
CCCc1ccc(Oc2cn[nH]c2-c2ccc(O)cc2O)cc1
  i	-5	?	-6%	?	-5%	-14%	-24%	?
CN1CCN(Cc2nc3c(c(=O)[nH]c(=O)n3C)n2Cc2c(F)cccc2Cl)CC1
  i	-11	-13%	-5%	9%	2%	0%	22%	0%
CCCc1nc2ccc(NC(=O)c3cccs3)cc2c(=O)n1Cc1ccc(Cl)cc1
  ?	-25	-3%	nt	-6%	-17%	-30%	0%	13%
CC(=O)OC1CCC2(C)C(CCC3C2CC(OC(C)=O)C2(C)C3C[C@@H]3O[C@]4(CC[C@@H](C)CO4)[C@@H](C)C32)C1 (stereo not given in full)
  i	19	-53%[inhibitor]	8%	8%	0%	?	5%	-13%
Cc1cc2ncn(CCC(=O)NC(C)(C)C)c2cc1C
  i	0	-1%	-3%	18%	0%	-1%	10%	-4%
CCn1[nH]c(=O)c(=Nc2c(C)n(C)n(-c3ccccc3)c2=O)cc1-c1ccc(Cl)cc1
  i	-52*	-5%	-6%	-16%	4%	2%	-13%	1%
CC(=O)Oc1ccc(C)cc1-n1nc2ccccc2n1
  i	10	-3%	85%[activator]	-1%	-1%	-3%	1%	2%
C(=C\c1ccccc1)/CN1CCN(C(c2ccccc2)c2nnnn2Cc2ccccc2)CC1 (stereo not given)
  ?	0	nt	0%	?	?	-20%	?	nt
O=C(ONC1=NCCCCC1)c1ccc([N+](=O)[O-])cc1
  i	10	-9%	-16%[11.3 µM]	5%	9%	-2%	8%	-3%
COc1cccc(CC2(CO)CCCN(C(=O)c3cc[n+]([O-])cc3)C2)c1 (stereo not given)
  i	7	-127%[inhibitor]	-3%	12%	7%	-1%	20%	1%
CCC(=O)c1ccc(N2CCN(C(=O)Cc3ccccc3)CC2)c(F)c1
  i	14	4%	7%	7%	-18%	?	5%	-5%
CCCCCCN1C=CC=C/C1=C\C=C(C#N)C#N
  i	nt	9%	9%	-10%	-12%	?	-12%	9%
O=C(N/N=C\c1ccc2c(c1)OCO2)c1cncc(Br)c1
  i	-12	-7%	11%	-6%	0%	-4%	5%	-4%
Cc1ccccc1OCCC(=O)Nc1ccc(S(=O)(=O)N(C)C2CCN(C)CC2)cc1
  i	-61*	?	-3%	4%	-3%	15%	5%	?
COc1ccc(CNC(=O)CCc2nc(-c3ccccc3F)no2)c(OC)c1
  i	-7	-5%	-2%	-1%	-10%	?	-2%	-14%
CN(C)c1ccc(/C=C/c2nc3ccccc3c(=O)[nH]2)cc1
  nt	-7	16%	nt	?	-23%	-2%	-23%	2%
CCN(CC)CCCN1C(=O)C2C(C(=O)Nc3ccc(C(C)C)cc3)C3C=CC2(O3)C1C(=O)NC1CCCCC1 (stereo not given)
  i	-8	-7%	3%	-9%	?	4%	-17%	-23%
Cc1ccc(-n2c(Cc3cccs3)nnc2SCC(=O)OC(C)C)cc1
  i	-1	1%	-21%	1%	5%	-17%	8%	?
CCOC(=O)C(C)Sc1nc2c(cnn2-c2ccc(F)cc2)c(=O)[nH]1 (stereo not given)
  i	75	16%	-32%	-7%	?	?	-10%	?
CCS(=O)(=O)N1CCC(C(=O)Nc2ccccc2OC)CC1
  i	-9	-2%	nt	0%	3%	2%	1%	5%
CCOc1ccc(C2NC(=O)NC(C)=C2[N+](=O)[O-])cc1OC (stereo not given)
  i	-12	?	12%	-1%	7%	-1%	5%	?
CSc1cccc(N2C(=O)N(Cc3ccc([N+](=O)[O-])cc3)c3ccccc3S2(=O)=O)c1
  i	nt	nt	6%	nt	-6%	-8%	nt	nt
CCCN1CCN(C(=O)Cn2ncc3c([nH]c4ccc(C)cc43)c2=O)CC1
  i	-1	25%	-8%	-3%	-2%	24%	-7%	6%
COc1ccc(OC)c(N(CC(=O)N2CCCC2)S(=O)(=O)c2ccc(OC)c(OC)c2)c1
  i	16	1%	-4%	2%[9.24 µM]	9%	-7%	7%	?
C#CCN1C=CC(=O)[C@@H](OC(=O)Nc2ccc(Cl)cc2)[C@H]1c1ccccc1Br
  ?	-10	-17%	-21%	-18%	0%	0%	4%	0%
Cc1ccccc1-c1nc(NC(C)C)nc2ccsc12
  i	20	nt	3%	14%	0%	6%	22%	nt
